# Assay outcomes as filed in PubChem BioAssay.
# ALOX15B inhib: blocks human 15-lipoxygenase 2 activity | 0.56% of 110,000 active | purified 15hLO-2, xylenol orange hydroperoxide absorbance | O15296 | AID 881 | Potency, µM (doses to about 57.1 µM), for inactives: at the top dose activity change, negative = inhibition, most hits filed as inhibitors; also: potency is read from the fitted curve at half-maximal effect; nearly all actives have a fitted effect of over 60% in size; many of its hits are not listed in these tables
#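 Screening format was qHTS against 50 nM purified 15hLO-2 in Hepes pH 7.5 with detergent. Activity follows hydroperoxide formation from 45 uM arachidonic acid, measured as 573:405 nm absorbance ratio of the ferric-xylenol orange complex.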
# PNC assembly inh: inhibitors of perinucleolar compartment assembly; 3.1% of 140,000 active; PC3M PTB-GFP, PNC prevalence imaging, 16 h; stronger effect = lower value; activity change (PNC), negative = inhibition, % at 10 µM;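 active = readout at or below -70, meaning at least 70% loss of cells showing the perinucleolar compartment, a nuclear body marking cancer cells; inconclusive = readout between -30 and a set limit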;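 also: plate controls were DMSO wells for no effect and camptothecin positive control wells for full effect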
#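 PC3M cells stably expressing PTB-GFP, 750–1000 cells/well, treated 16 h at 37 °C with compound (23 nl of library stock), in duplicate. After paraformaldehyde fixation and Hoechst stain, imaged at 20x; PNC prevalence scored by image analysis.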
# 12-hLO inh: inhibitors of human 12-lipoxygenase (ALOX12); purified 12-hLO, xylenol orange hydroperoxide absorbance; Potency, µM (doses to about 57.1 µM), for inactives: at the highest dose activity change, negative = inhibition, actives largely listed as inhibitors; 0.12% of 150,000 active; also: potency is read from the fitted curve at half-maximal effect; nearly all actives have a fitted effect of over 55% in size; many of its hits are not listed in these tables
# Target sequence (P18054 whole entry, looked up): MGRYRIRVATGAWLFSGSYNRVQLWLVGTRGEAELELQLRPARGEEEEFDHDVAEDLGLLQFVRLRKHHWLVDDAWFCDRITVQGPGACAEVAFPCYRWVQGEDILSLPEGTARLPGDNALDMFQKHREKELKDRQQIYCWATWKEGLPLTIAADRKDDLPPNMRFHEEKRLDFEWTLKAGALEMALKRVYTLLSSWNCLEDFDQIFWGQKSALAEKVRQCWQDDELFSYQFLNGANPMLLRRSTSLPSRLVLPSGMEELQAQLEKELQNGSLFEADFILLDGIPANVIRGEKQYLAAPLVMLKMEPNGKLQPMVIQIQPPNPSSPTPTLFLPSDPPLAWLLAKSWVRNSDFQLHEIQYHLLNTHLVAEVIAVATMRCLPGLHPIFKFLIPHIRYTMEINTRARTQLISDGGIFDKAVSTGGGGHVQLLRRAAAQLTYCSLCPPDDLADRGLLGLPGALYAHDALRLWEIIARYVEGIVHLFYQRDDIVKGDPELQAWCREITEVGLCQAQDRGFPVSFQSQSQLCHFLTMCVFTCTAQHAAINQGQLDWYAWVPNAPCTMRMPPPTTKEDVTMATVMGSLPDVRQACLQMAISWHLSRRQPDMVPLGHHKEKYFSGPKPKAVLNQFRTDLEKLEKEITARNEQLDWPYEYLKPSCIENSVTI
#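 Hydroperoxide output read as Fe(III)-xylenol orange absorbance, 573-to-405 nm ratio, after 30 min reaction with 40 uM arachidonic acid. Enzyme: 150 nM purified human 12hLO, 15 min compound preincubation; 25 mM Hepes pH 7.0, room temperature.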
# IMPase cell inh: IMPase inhibition in cells | CHO-M1 cells, IP1 accumulation, HTRF TR-FRET ratio | AID 901 | P97697 | inhibition (IP1 accumulation), % at 46.1 µM | 120,000 tested, under 10 active; active = well fitted curve in the direction sought with a large enough effect in the signal ratio, not every such curve was filed as active; inconclusive = small, poorly fitted or top-dose-only effect, or a change in a side signal; inactive = no such curve, though single readings can be large or run the other way; the % refers to the signal ratio;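 also: cells stimulated with carbachol in lithium chloride buffer; plate controls were DMSO basal wells for no effect and reference inhibitor wells for full effect; higher means more IMPase inhibition seen as more IP1 and lower FRET ratio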
# Target sequence (P97697 whole entry, looked up): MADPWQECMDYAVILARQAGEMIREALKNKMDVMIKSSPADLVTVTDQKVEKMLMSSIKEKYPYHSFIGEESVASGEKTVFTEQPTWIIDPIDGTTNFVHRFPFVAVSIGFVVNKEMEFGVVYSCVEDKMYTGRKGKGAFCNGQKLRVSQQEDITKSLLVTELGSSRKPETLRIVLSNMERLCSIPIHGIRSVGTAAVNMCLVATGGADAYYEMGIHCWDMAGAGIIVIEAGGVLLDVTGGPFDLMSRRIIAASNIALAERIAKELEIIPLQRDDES
#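 Elevated IP1 in lysates lowers TR-FRET signal (665/620 ratio and 620 channel reported). Cells were CHO-M1, given carbachol (50 uM as added) plus 50mM LiCl, pH 7.4, 30 min, 37C; compounds titrated up to 46 uM; AC50 by Hill equation.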
# * hit, by the source's call; ? = inconclusive; . = not tested or not shown; [ ] = another dose, or the depositor's remark. Unless noted, calls follow the shape of the dose curve; as a rule, active = well fitted curve in the direction sought with a large enough effect; inconclusive = small, poorly fitted or top-dose-only effect, or another doubt; inactive = no such curve, though single readings can be large; an effect the other way counts as inactive or inconclusive. Unless noted, % is scaled to controls: 0 for no effect and ±100 for the full control effect. This is a subset. The share of hits here may be higher or lower than overall.
ALOX15B inhib	PNC assembly inh	12-hLO inh	IMPase cell inh	SMILES
14%	?	2%	-13	CCOC(=O)c1sc2nc(C3CC3)cc(-c3ccc(OC)cc3)c2c1N
.	10	-2%	.	CCCC(=O)OC(C(=O)Nc1cc(C(F)(F)F)ccc1Cl)c1ccccc1 (stereo unspecified)
.	330	-1%	-22	CC(=O)C1=C(O)C(=O)N(Cc2cccnc2)C1c1ccc(C)cc1 (stereo unspecified)
?	43	-10%	0	C=CCn1c(SCc2ccc3c(c2)OCO3)nc2scc(-c3ccco3)c2c1=O
0%	19	-6%	1	CCOC(=O)c1ccc(NC(=O)CC2C(=O)N(c3ccc(F)cc3)C(=O)N2CCC(C)C)cc1 (stereo unspecified)
-5%	-14	0%	-21	Cc1cc(C(=O)Nn2cnnc2)cs1
-7%	45	3%	-6	CCn1c(SCC(N)=O)nnc1-c1ccco1
-7%	-22	-12%	-1	COC(=O)c1cccc(N2C(=O)C(Cl)=C(N3CCOCC3)C2=O)c1
0%	5	3%	-11	COc1ccc(S(=O)(=O)Nc2cc(C)nn2-c2ccccc2)cc1
.	41	-30%	.	S=C(NC1CCCCC1)NN(c1ccccc1)c1ccccc1
-28%	?	-18%	21	c1ccc(-n2c(SCc3nc(-c4cccs4)no3)nnc2-c2ccco2)cc1
-4%	-17	-2%	-6	O=C(CSc1nnc2c(Cl)cc(Cl)cn12)N1CCOCC1
-2%	?	3%	-2	COc1ccc(S(=O)(=O)CCC(=O)NCCc2cccc(C)c2)cc1
0%	30	4%	5	COc1cc(-n2nnnc2SCC(=O)N2CCN(c3ccc(F)cc3)CC2)c(OC)cc1Cl
-17%	?	-24%	-3	Cc1ccc(NC(=S)NCc2cccn2C)cc1
.	?	0%	.	O=C(N/C(=C\c1cccnc1)c1nc2ccccc2[nH]1)c1cccc(Br)c1
7%	33	4%	-4	CCCc1cc(=O)oc2cc(OCc3cc(OC)c(OC)c(OC)c3)c(Cl)cc12
4%	-21	-1%	2	CCCCOCCCNC(=O)Cc1ccccc1OC
-10%	52	4%	?	Clc1ccc(-c2cc(COc3ccc4ccccc4c3)no2)cc1
.	0	0%	.	CCS(=O)(=O)N1Cc2ccccc2CC1C(=O)Nc1nc2ccccc2s1 (stereo unspecified)
?	-12	3%	?	CCOc1ccc2nc(NCCNC(=O)Nc3ccccc3)c(C#N)cc2c1
.	-20	5%	17	COc1cc(OC)cc(C(=O)NNC(=O)Cc2ccc(OC)c(S(=O)(=O)N3CCOCC3)c2)c1
-5%	.	0%	.	COC(=O)c1ccc(C(NC(=O)OCc2ccccc2)/C(=C/[C@@H](C)C(=O)NCc2cc(C)n(C)n2)c2cccnc2)cc1 (stereo partly specified)
2%[2.29 µM]	13	2%	-2	Cc1c(Cl)cccc1NC(=O)CCCCCN1C(=O)CCC1=O
.	18	-2%	.	Cc1ccc(CCN2C(=O)CCC2(C)C(=O)NC2CCCC2)cc1 (stereo unspecified)
0%	?	7%	-7	Cc1ccccc1C(=O)NC1CCN(CC(=O)Nc2nccs2)CC1
-5%	?	3%	2	N#Cc1c(-c2ccc(Cl)cc2)ccn2nc(C3CCCCC3)nc12
-7%	21	-26%	4	CCN(CC)c1ccc(NS(=O)(=O)c2ccc3c(c2)oc(=O)n3C)c(C)c1
-6%	1	5%	-4	O=C(CSc1nc2c(cnn2-c2ccccc2)c(=O)[nH]1)N1CCOCC1
.	66	3%	-4	O=C(/C=C/c1cccc(Cl)c1)Nc1ncccn1
-3%	80	-9%	-5	CC(C)NC(=O)c1n[nH]c(=O)c2ccccc12
.	?	14%	10	CN(C)CCCn1c(SCC(=O)N2c3ccccc3Sc3ccccc32)nc2ccccc2c1=O
-6%	-6	-4%	2	COC(=O)c1cc(C(=O)OC)cc(N2C(=O)CC(Sc3nc(C)cc(C)n3)C2=O)c1 (stereo unspecified)
2µM*	.	?	.	O=C1C=CC(=O)C2=C1C1c3ccccc3C2c2ccccc21
43%[activator]	29	-5%	5	Nc1nc(CN2CCN(c3ccc(F)cc3)CC2)nc(N2CCCc3ccccc32)n1
.	?	4%	4	COc1ccc(C(=O)N/C(=C\c2ccco2)C(=O)NCCCn2ccnc2)cc1
-2%	-95*	-1%	9	O=S(=O)(C/C(=C/CO)S(=O)(=O)c1ccccc1)c1ccccc1
7%	64	-1%	-1	Cc1cnc(C(=O)OCC(=O)Nc2cccc(Cl)c2)cn1
0%	-21	1%	-9	CC1CCN(C(=O)CN(CCc2ccccc2)S(C)(=O)=O)CC1
.	?	5%	.	COc1ccccc1NC(=S)NCc1cccnc1
.	0	?	.	COc1ccc(C2C=C(C34CC5CC(CC(C5)C3)C4)NC(=S)N2)cc1 (stereo unspecified)
-5%	28	-2%	-11	COC(=O)c1ccc(C2NC(=O)NC(C)=C2C(=O)N(C)C)cc1 (stereo unspecified)
.	71	-2%	-1	COCCN1CCc2[nH]c(=S)[nH]c(=O)c2C1
10%	22	-18%	5	Cc1cccc(C(=O)Oc2ccccc2-c2nnco2)c1
.	22	-5%	.	CCOC(=O)c1c(NC(=O)CN2C(=O)NC(C)(c3ccc(Cl)cc3)C2=O)sc(C(=O)NC)c1C (stereo unspecified)
-18%	-12	-15%	-2	Cc1ccc(C(C2=C(O)CC(C)(C)CC2=O)C2C(=O)CC(C)(C)CC2=O)s1 (stereo unspecified)
-14%	53	-9%	0	O=C(CSCC(=O)OCn1nnc2ccccc2c1=O)Nc1ccc(Cl)cc1
.	?	4%	-1	CC(C)CC(=O)Nc1ccc(Oc2ccc(NC(=O)CC(C)C)cc2)cc1
.	11	0%	.	COc1cc(/C=C2\SC(=Nc3c(C)n(C)n(-c4ccccc4)c3=O)NC2=O)ccc1O
20%	?	3%	-3	Cc1cccc(CN2CCN(CC(=O)NCCCN3CCN(c4ccc(F)cc4)CC3)C2=O)c1
3%	18	6%	9	COc1ccccc1N1CCN(C(=O)c2ccc(Br)s2)CC1
3%	0	1%	2	COC(=O)C1=C(C)N(C)C(C)=C(C(=O)OC)C1c1ccc(Cl)cc1
.	61	-5%	.	O=C(/C=C/c1cccs1)Nc1ccc(N2CCOCC2)c(S(=O)(=O)Nc2cc(Cl)ccc2Cl)c1
-13%	23	-6%	2	O=C(N/N=C/c1ccc(Cl)cc1)Nc1ccccc1
21%	.	-4%	19	Cc1cc(N)c2ccccc2[n+]1CCCCCCCCCC[n+]1c(C)cc(N)c2ccccc21
0%	-12	-1%	2	O=C1CC(N2CCN(c3ccc(C(=O)c4ccc(F)cc4)cc3)CC2)C(=O)N1 (stereo unspecified)
.	3	-14%	.	O=C(COC(=O)c1c2c(nc3ccccc13)/C(=C/c1ccco1)CC2)NC1CCCC1
8%	-27	-3%	2	COc1ccc2[nH]c(=O)c(CN(Cc3cccs3)Cc3nnnn3Cc3ccccc3)cc2c1
?	?	1%	3	COc1ccc(C2NC(=O)c3sc(=S)n(-c4ccccc4)c3N2)cc1 (stereo unspecified)
.	40	0%	.	CCn1ncc([N+](=O)[O-])c1C(=O)n1nc(C)cc1C

# (more compounds)
ALOX15B inhib	PNC assembly inh	12-hLO inh	IMPase cell inh	SMILES
.	19	0%	.	Cc1nn(C(=O)c2ccco2)c(C)c1Sc1ccc(Cl)cc1
0%	-15	7%	0	CC(=O)N1CCN(Cc2ccc(Br)s2)CC1
-1%	55	9%	-2	CCOC(=O)N1CCN(C(=S)NC)CC1
-30%	6	-16%	?	COc1ccc(C2C3=C(N=C4SCC(=O)N42)c2ccccc2CC3)cc1 (stereo unspecified)
.	9	?	.	COc1ccc(/C=C/c2nc(-c3ccccc3O)n[nH]2)cc1
-1%	15	7%	-2	CCOC(=O)c1c(C)nc2cc(C)ccn12
.	30	-1%	2	CC(Cl)C(=O)NC(=O)NC12CC3CC(CC(C3)C1)C2 (stereo unspecified)
-2%	2	-1%	9	O=C(Nc1nncs1)c1ccccc1Br
-7%	-11	-8%	?	Cc1ccc2nc3sc(C(=O)N4CCOCC4)c(N)c3cc2c1
4%	-4	3%	-10	CCc1nn(-c2cc(Oc3ccccc3)nc(-c3ccccc3)n2)c(N)c1C#N
-5%	22	-2%	7	COc1ccccc1N1CCN(c2nc3ccccc3nc2C(C#N)C(=O)OC(C)C)CC1 (stereo unspecified)
0%	?	0%	-10	O=C(CN(Cc1ccccc1C(F)(F)F)C(=O)CNC(=O)c1ccco1)NC1CCCC1
?	?	-8%	-3	Cc1nn(Cc2ccccc2)c(C)c1NC(=O)CSc1nc(-c2ccccc2)nc2c1cnn2-c1ccccc1
3%	41	-3%	4	Cc1ccc(C)c(N(C)C(=O)COc2cc(=O)n(C)c3ccccc23)c1
4%	-11	8%	-6	CCc1[nH]nc2c1C(Cc1ccccc1)C(C#N)=C(N)O2 (stereo unspecified)
.	-25	-3%	.	CC(=O)c1ccc(Sc2ccc(C(C)=O)cc2)cc1
2%	24	4%	1	CC(=O)NC(C)C12CC3CC(CC(C(=O)O)(C3)C1)C2 (stereo unspecified)
7%	-13	-6%	0	CCc1ccc(Cn2nnc(C(=O)Nc3ccc(OC)cc3OC)c2N)cc1
4%	?	-3%	1	Cc1c(NC(=O)CSc2nnc(-c3ccco3)n2-c2ccccc2)c(=O)n(-c2ccccc2)n1C
8%	-13	-1%	1	Clc1ccc(Cn2cc(/C=N/n3cnnc3)c3ccccc32)c(Cl)c1
.	-24	-12%	-2	CCN1CCCC1CN(Cc1cc2ccc(C)cc2[nH]c1=O)C(=S)Nc1ccc(OC)cc1OC (stereo unspecified)
49%[activator]	85	-1%	3	Cc1cc2nc(CCN(Cc3cccnc3)C(=S)Nc3ccc(F)cc3)[nH]c2cc1C
-7%	-8	-2%	?	O=C(OCc1nnc(-c2ccccc2)o1)c1ccc2c(c1)C(=O)N(CCc1ccccc1)C2=O
-6%	14	-4%	1	CCOC(=O)c1sc(C)nc1C1CCN(C(=O)OCC)CC1

# 4 entries from above in another layout:
CCCC(=O)OC(C(=O)Nc1cc(C(F)(F)F)ccc1Cl)c1ccccc1 (stereo unspecified)
  ALOX15B inhib = .	PNC assembly inh = 10	12-hLO inh = -2%	IMPase cell inh = .
CC(=O)C1=C(O)C(=O)N(Cc2cccnc2)C1c1ccc(C)cc1 (stereo unspecified)
  ALOX15B inhib = .	PNC assembly inh = 330	12-hLO inh = -1%	IMPase cell inh = -22
C=CCn1c(SCc2ccc3c(c2)OCO3)nc2scc(-c3ccco3)c2c1=O
  ALOX15B inhib = ?	PNC assembly inh = 43	12-hLO inh = -10%	IMPase cell inh = 0
CCOC(=O)c1ccc(NC(=O)CC2C(=O)N(c3ccc(F)cc3)C(=O)N2CCC(C)C)cc1 (stereo unspecified)
  ALOX15B inhib = 0%	PNC assembly inh = 19	12-hLO inh = -6%	IMPase cell inh = 1

# Additional results follow:
ALOX15B inhib	PNC assembly inh	12-hLO inh	IMPase cell inh	SMILES
.	67	1%	4	O=S(=O)(c1ccc(F)cc1)N1CC2CCCN2c2ccc(C(F)(F)F)cc21 (stereo unspecified)
.	?	-3%	.	C=CCn1c(SC)nc2sc3c(c2c1=O)CCc1ccccc1-3
2%	-18	-2%	-11	O=C(CN1C(=O)NC2(CCCCCCC2)C1=O)N1CCN(C(=O)c2ccco2)CC1
-2%	?	-2%	-1	CCCS(=O)(=O)N1CCC(C(=O)NCCCOC)CC1
-10%	-8	-6%	3	Cc1cc(C)n(C(=O)C2CCCN2S(=O)(=O)c2ccc(Cl)cc2)n1 (stereo unspecified)
.	-23	1%	.	O=C(CSCc1ccccc1)N1CCN(c2ccccc2)CC1
-6%[11.4 µM]	.	1%[11.4 µM]	.	O=C(O)c1nn(-c2ccccc2-c2n[nH]c(=O)[nH]c2=O)c(=O)[nH]c1=O
-5%	33	4%	11	O=c1[nH]c2cc(Cl)ccc2n(CCNc2ncc(C(F)(F)F)cc2Cl)c1=O
